Screening results: PubChem BioAssay, National Center for Advancing Translational Sciences (NCATS)
ATXN2 expr inh – ATXN2 expression inhibition; HEK-293 ATXN2-luciferase reporter, luminescence, 24 h; Potency, µM (series often up to 57 µM), for the others: at the highest dose activity change, negative = inhibition, hits mostly inhibitors; actives 0.72% (n = 360,000); also: potency is read from the fitted curve at half-maximal effect; % is scaled to controls: 0 for no effect and ±100 for the full control effect; nearly all actives have a fitted effect of over 55% in size
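ATXN2-luciferase reporter cells (luciferase flanked by upstream and downstream ATXN2 gene portions) were treated 24 h at 37 °C with compounds at up to 57 uM. SteadyGlo luminescence gave expression; GF-AFC fluorescence gave viability.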
KB-V1 cytotox – KB-V1 MDR subline cytotoxicity. KB-V1 MDR cells viability, CellTiter-Glo, 72 h. actives 3.4% (n = 400,000). Potency, µM (doses to about 46.1 µM), for inactives: top-dose activity change, negative = cytotoxicity, most hits filed as cytotoxic; also: potency is read from the fitted curve at half-maximal effect; % is scaled to controls: 0 for no effect and ±100 for the full control effect; nearly all actives have a fitted effect of over 60% in size
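Cytotoxicity toward P-gp-expressing KB-V1 cells was determined as loss of CellTiter-Glo luminescence after 72 h at 37 degrees C. Compounds were tested in quantitative HTS format across a concentration range, with curves fitted to normalized data.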
MCF10A rereplic – induces DNA re-replication in MCF 10a normal breast cells | Potency, µM (highest dose often 46.1 µM), for inactives: at the highest dose activity, positive = re-replication, actives largely listed as activators | AID 624296 | actives 2.9% (n = 350,000) | MCF 10A DNA re-replication, Hoechst nuclear intensity, 48 h; also: potency is read from the fitted curve at half-maximal effect; % of control where 0% means no effect; nearly all actives have a fitted effect of over 50% in size
HT1080 IDH1KD tx – toxicity to HT-1080 IDH1 knockdown cells (counter line). HT-1080 IDH1 knockdown viability, ATP luminescence, 48 h. Potency, µM (series often up to 46.1 µM), inactives show at the top dose activity, negative = toxicity, hits mostly cytotoxic. actives 2% (n = 360,000). AID 686971;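 also: potency is read from the fitted curve at half-maximal effect; 0% = DMSO wells and -100% = cell-free medium wells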
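Luminescent ATP read-out (CellTiter-Glo, 10 min at room temperature) after 48 h compound exposure at 37 °C gave viability of IDH1-knockdown HT-1080 cells. Activity was normalised to DMSO and cell-free wells, then fitted as concentration-response curves.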
IL1B secr inh – inhibitors of inflammasome signaling (IL-1 beta secretion); THP-1 LPS/ATP IL-1B secretion, AlphaLISA, 16 h; active compounds read low; activity change, % at 57.5 µM; actives 4.7% (n = 360,000); in the data active = activity change below about -50%; inconclusive = mostly about -30% to -49%; also: % is scaled to controls: 0 for no effect and ±100 for the full control effect
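THP-1 cells pretreated 1 hr with compounds (up to 57.5 uM final), then stimulated with LPS (250 ng/mL final) plus ATP (1.25 mM final); secreted IL-1B measured by AlphaLISA after 16 hr, decreased signal indicating inhibition.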
SW480 rereplic – inducers of DNA re-replication in SW480 colon cancer cells. AID 624297. Potency, µM (doses to about 46.1 µM), without a hit: top-dose re-replication activation, hits mostly activators. actives 1.8% (n = 340,000). SW480 DNA re-replication, Hoechst DNA content imaging, 48 h; also: potency is read from the fitted curve at half-maximal effect; % of control where 0% means no effect; nearly all actives have a fitted effect of over 55% in size
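Hoechst fluorescence of nuclei (405 nm excitation, 500-530 nm emission) measured by plate-scanning imager after 48 hr compound exposure at 37 C; re-replication scored as increased number of nuclei with elevated intensity.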
WRN helicase inh – WRN helicase (human) inhibition; Q14191; WRN helicase unwinding, fluorescent forked duplex, kinetic; Potency, µM (top dose mostly 114 µM), without a hit: at the top dose activity change, negative = inhibition, most hits filed as inhibitors; actives 0.46% (n = 360,000); also: potency is read from the fitted curve at half-maximal effect; % is scaled to controls: 0 for no effect and ±100 for the full control effect; nearly all actives have a fitted effect of over 55% in size
Target sequence (Q14191 whole entry, looked up): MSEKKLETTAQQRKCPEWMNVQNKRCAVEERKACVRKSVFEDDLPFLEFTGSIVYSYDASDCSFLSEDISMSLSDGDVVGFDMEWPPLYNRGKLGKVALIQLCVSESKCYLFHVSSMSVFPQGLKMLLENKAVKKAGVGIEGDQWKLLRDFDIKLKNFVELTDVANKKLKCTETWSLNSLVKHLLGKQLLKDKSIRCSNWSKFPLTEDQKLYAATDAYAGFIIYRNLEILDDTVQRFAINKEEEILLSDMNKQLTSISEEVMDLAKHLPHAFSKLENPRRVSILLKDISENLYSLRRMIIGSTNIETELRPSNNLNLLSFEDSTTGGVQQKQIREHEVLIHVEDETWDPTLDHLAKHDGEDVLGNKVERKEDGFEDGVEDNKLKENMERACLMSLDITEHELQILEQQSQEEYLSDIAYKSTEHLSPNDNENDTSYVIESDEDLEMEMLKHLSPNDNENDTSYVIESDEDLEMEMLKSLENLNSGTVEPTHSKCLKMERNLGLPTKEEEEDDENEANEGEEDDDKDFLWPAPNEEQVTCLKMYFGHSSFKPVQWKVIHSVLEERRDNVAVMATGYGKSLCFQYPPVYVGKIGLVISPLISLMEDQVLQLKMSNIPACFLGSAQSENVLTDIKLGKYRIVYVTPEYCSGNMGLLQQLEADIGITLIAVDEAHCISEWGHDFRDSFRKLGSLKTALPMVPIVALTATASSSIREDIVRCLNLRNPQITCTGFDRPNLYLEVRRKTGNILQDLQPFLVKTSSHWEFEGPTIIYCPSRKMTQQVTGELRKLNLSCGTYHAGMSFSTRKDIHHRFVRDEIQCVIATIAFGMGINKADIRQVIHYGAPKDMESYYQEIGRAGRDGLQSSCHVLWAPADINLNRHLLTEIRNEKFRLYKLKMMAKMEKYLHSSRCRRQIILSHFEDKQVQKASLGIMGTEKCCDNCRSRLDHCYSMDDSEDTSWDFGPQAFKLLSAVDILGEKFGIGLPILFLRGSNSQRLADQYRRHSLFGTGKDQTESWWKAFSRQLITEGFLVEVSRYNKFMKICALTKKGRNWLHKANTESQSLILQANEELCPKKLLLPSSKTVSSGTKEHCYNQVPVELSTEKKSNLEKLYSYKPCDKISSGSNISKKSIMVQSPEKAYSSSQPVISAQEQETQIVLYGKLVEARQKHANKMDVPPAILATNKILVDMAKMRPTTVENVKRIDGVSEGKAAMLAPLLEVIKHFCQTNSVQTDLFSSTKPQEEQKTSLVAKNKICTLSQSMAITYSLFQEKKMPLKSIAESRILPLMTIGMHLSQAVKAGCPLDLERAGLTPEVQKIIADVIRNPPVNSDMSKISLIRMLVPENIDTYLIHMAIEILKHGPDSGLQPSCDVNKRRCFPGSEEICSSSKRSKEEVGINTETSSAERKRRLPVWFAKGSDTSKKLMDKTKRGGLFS
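Kinetic fluorescence helicase assay: unwinding of a quenched forked DNA duplex (100 nM final) with 2 mM ATP final raises red fluorescence (525/598 nm). Compounds sat 15 min at room temperature with 20 nM WRN beforehand.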
KB-3-1 tox – KB-3-1 parental cell cytotoxicity | KB-3-1 viability, CellTiter-Glo ATP luminescence, 72 h | Potency, µM (highest dose often 46.1 µM), without a hit: at the top dose activity change, negative = cytotoxic, most hits filed as cytotoxic | actives 1.4% (n = 400,000); also: potency is read from the fitted curve at half-maximal effect; % is scaled to controls: 0 for no effect and ±100 for the full control effect; nearly all actives have a fitted effect of over 60% in size
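Here the drug-naive KB-3-1 line serves as comparator for MDR sub-line selectivity; cells received compound titrations, 72 h at 37 °C, then CellTiter-Glo readout.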
HT1080-NT tox – kills 2HG-producing HT-1080-NT fibrosarcoma cells; HT-1080-NT fibrosarcoma viability, CellTiter-Glo ATP luminescence, 48 h; Potency, µM (series often up to 46.1 µM), for inactives: at the highest dose activity, negative = less viability, hits mostly cytotoxic; actives 1.6% (n = 360,000);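 also: NT is the 2HG producing partner of a matched IDH1 knockdown line; potency is read from the fitted curve at half-maximal effect; 0% = DMSO-treated cells and -100% = media-only wells without cells; nearly all actives have a fitted effect of over 55% in size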
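HT-1080-NT fibrosarcoma cells (2HG-overproducing), 750 cells/well in RPMI with 5% FBS, dosed after 2 h and incubated 48 h at 37C. CellTiter-Glo luminescence normalized to DMSO and no-cell wells; concentration-response curves fitted and classed.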
Starred values were filed as active, the others as inactive; i = inactive; u = inconclusive; x = no result given; & = joins results of further samples; [ ] = remark or other dose. Unless noted, calls follow the shape of the dose curve; as a rule, active = well fitted curve in the direction sought with a large enough effect; inconclusive = small, poorly fitted or top-dose-only effect, or another doubt; inactive = no such curve, though single readings can be large; an effect the other way counts as inactive or inconclusive. Rows were taken by chance; about 12% have a hit in one of these screens.

SMILES	ATXN2 expr inh	KB-V1 cytotox	MCF10A rereplic	HT1080 IDH1KD tx	IL1B secr inh	SW480 rereplic	WRN helicase inh	KB-3-1 tox	HT1080-NT tox
Cc1ccc(NCc2cccc(B(O)O)c2)cc1	16%	0%	-6%	-16%	-95*	u	-7%	0%	-2%
COc1ccc(-n2c(C)c(C)c3c(NCCCN(C)C)ncnc32)cc1	9%	11%	u	-15%	-14	20%	20%	-22%	3%
CC(C)(C)C1CCC(=NNC(=O)c2cc(-c3ccccc3)n[nH]2)CC1 (stereo not given)	-6%	0%	u	0%	-24	14%	-20%	-15%	-2%
O=C(Nc1ccccc1N1CCOCC1)c1cccc([N+](=O)[O-])c1	-7%	-16%	1%	1%	16	-5%	-21%[57.1 µM]	0%	-3%
Cc1cc(C)cc(C(=O)NC(CC(N)=O)c2ccc(N3CCC(N4CCCCC4)CC3)c([N+](=O)[O-])c2)c1 (stereo not given)	9%	0%	-46%[inhibitor]	1%	-16	-32%[inhibitor]	0%	0%	8%
CCCC(=O)N1CC2(C)CN(C(=O)CCC)CC(CCC)(C1)C2=O	7%	12%	-4%	25%	-1	-5%	1%	12%	u
CCCCSc1c(C)c2cc3c(cc2[nH]c1=O)OCO3	11%	1%	4%	1%	7	-10%	47%[activator]	0%	0%
Cc1ccc(-c2nnc(SCC(=O)N/N=C/c3cccs3)n2-c2ccc(C)cc2)cc1	1%	u	0%	25%	-7	-8%	-2%[11.6 µM]	2%	11%
COc1cccc(NC(=O)N2CCCC2C(=O)NCc2ccco2)c1 (stereo not given)	2%	9%	-7%	11%	17	-2%	-6%	9%	-2%
CCC(C)CCCCCCCCCCC(=O)O (stereo not given)	1%	13%	-11%	13%	8	-4%	-7%	0%	12%
CC(C)c1c(O)nc(SCCOc2ccc(Cl)cc2)[nH]c1=O	5%	14%	-6%	-13%	-11	2%	-6%	-2%	-1%
Cc1nnc(NC(=O)CSc2nnc(C)n2Cc2ccccc2)s1	-16%	0%	0%	0%	-10	-3%	-1%	0%	-2%
O=C(c1nc[nH]c1C(=O)N1CCN(c2ccccc2)CC1)N1CCN(c2ccccc2)CC1	-1%	0%	-5%	1%	-7	-15%	-6%	-5%	-22%
COc1oc(-c2ccccc2)nc1C(F)(F)F	1%	4%	-7%	5%	13	-16%	-5%	6%	0%
O=C(O)Cn1ncc2ccccc2c1=O	-26%	3%	14%	21%	-2	2%	-2%	-5%	16%
CCOc1ccccc1CN1CCCC(C(=O)c2ccc(OC)c(OC)c2)C1 (stereo not given)	u	-10%	12%	-18%	0	-14%	8%	-26%	-1%
O=C(CSc1nc2ccncc2[nH]1)Nc1ccccc1C(F)(F)F	-8%&-9%	21%&-11%	-4%	0%	38	1%	10%	u	-2%
C/C=C(\C)CN1CCC(n2nccc2NC(=O)CCOc2ccccc2)CC1	-13%	-29%	40%	0%	i	18µM*	-27%	-15%	0%
O=C(NNS(=O)(=O)c1ccc(F)cc1)c1ccc(O)cc1	x	0%	-2%	9%	5	2%	-5%	2%	11%
CC(OC(=O)/C=C/c1ccccc1)C(=O)NC1CCCCC1C (stereo not given)	-13%	-2%	0%	3%	0	-8%	8%	2%	5%[9.24 µM]
COc1ccc(C(=O)Nc2sc(C)c(C)c2CN2CCOCC2)cc1	16%	5%	6%	13%	14	-2%	-5%	-1%	-8%
Cc1c(Cl)c(C(=O)NNC(=S)Nc2ccccc2)nn1C	24%	-2%	u	-7%	4	u	-11%	-1%	-8%
C[C@@H]1COC(=O)[C@@H](CC(=O)OC(C)(C)C)C/C=C\C[C@@H](CC(=O)NCCO)C(=O)N1	3%	0%	1%	7%	15	-3%	-7%	0%	7%
CCOC(=O)C(=O)N=Nc1c(O)[nH]c2ccccc12	-2%	-11%	-15%	-1%	19	-60%	-18%	13%	2%
CC(=O)NCCNC(=O)C1Cc2c(-c3ccc4c(c3)OCO4)ccnc2O1 (stereo not given)	1%	3%	x	2%	40	x	4%	0%	11%

2 compounds drawn at random from the list so far, as already listed:
SMILES	ATXN2 expr inh	KB-V1 cytotox	MCF10A rereplic	HT1080 IDH1KD tx	IL1B secr inh	SW480 rereplic	WRN helicase inh	KB-3-1 tox	HT1080-NT tox
Cc1ccc(NCc2cccc(B(O)O)c2)cc1	16%	0%	-6%	-16%	-95*	u	-7%	0%	-2%
CCOc1ccccc1CN1CCCC(C(=O)c2ccc(OC)c(OC)c2)C1 (stereo not given)	u	-10%	12%	-18%	0	-14%	8%	-26%	-1%

Other records:
SMILES	ATXN2 expr inh	KB-V1 cytotox	MCF10A rereplic	HT1080 IDH1KD tx	IL1B secr inh	SW480 rereplic	WRN helicase inh	KB-3-1 tox	HT1080-NT tox
CCc1nc2n[nH]c(N)c2c2c1CSC(C)(C)C2	-1%	0%	3%	-10%	-1	-4%	-1%	16%	-15%
CCC(c1nnnn1Cc1ccco1)N(CCc1ccccc1)Cc1cc2cc(C)ccc2[nH]c1=O (stereo not given)	u	u	25%	u	-52*	0%	-11%	u	-27%
CCOC(=O)C1CCCN(C(=O)c2ccc(OCC)cc2)C1 (stereo not given)	4%	4%	-1%	3%	13	-2%	-1%	18%	3%
CC1CN(CC(O)COCc2ccc3c(c2)OCO3)CC(C)O1 (stereo not given)	4%	25%	2%	0%	2	6%	-1%	11%	7%
COc1ccc(N(CC(=O)O)S(C)(=O)=O)cc1OC	11%	9%	16%	3%	8	6%	-3%	-5%	2%
CC(=O)Nc1ccc(NC(=O)C(C)OC(=O)c2c(NC(C)=O)sc(C)c2C)cc1 (stereo not given)	x	-9%	-10%	-1%	4	8%	-1%	-2%	0%
CN(c1ccccc1C(=O)Nc1ccc(F)c(F)c1)S(C)(=O)=O	1%	3%	3%	3%	3	10%	0%	6%	4%
CC(C)(C)N(Cc1ccccc1)C(=O)CCc1ccccc1	x	-20%	23%	0%	0	5%	-3%	-5%	-2%
O=c1sc(Nc2ccccc2)nc2ccccc12	-7%	6%	0%	8%	-9	-4%	-2%	-1%	9%
CS(=O)(=O)N1CCc2cc(C(=O)Nc3cccc([N+](=O)[O-])c3)ccc21	-5%	0%	2%	3%	-28	u	-1%	6%	13%
CCn1nc(C)cc1C(=O)Sc1ccc(Cl)cc1Cl	-27%	u	u	u	-62*	-2%	-15%	8%	u
COC(=O)c1sccc1-n1cccc1C(=O)C(=O)N1CCOCC1	0%[11.3 µM]	0%	-4%	1%	30	8%	-3%	-4%	-3%
CCN(CC)S(=O)(=O)c1cccc(C(=O)OCC(=O)Nc2ccccc2OC(F)F)c1	-7%	-14%	3%	1%	12	-8%	-6%	1%	-8%
CCOC(=O)C1CCN(Cc2cn[nH]c2-c2ccccc2)CC1	-28%	-18%	7%	1%	-12	0%	5%	12%	9%
Cc1ccccc1-c1cc2nc(OCC3CCCO3)n(C)c(=O)c2s1 (stereo not given)	-8%	-23%	x	0%	24	x	1%	0%	-1%
COc1cccc(/C=N/NC(=O)c2nc(-c3ccccc3)cc(-c3ccccc3)n2)c1	-35%	u	u	-2%	u	-5%	-25%	-4%	-1%
O=C(O)CCCNC(=O)c1cccc(C(=O)NCCCC(=O)O)n1	6%	-1%	-10%	-4%	5	-231%[inhibitor]	8%	0%	-6%
O=C(CNC(=O)c1ccc2c(c1)OCCO2)N/N=C/c1ccco1	-22%	5%	-1%	24%	-11	-20%	-25%	17%	u
COc1ccc(Nc2nc(-c3ccc4c(c3)NC(=O)CO4)cs2)cc1	15%	u	5%	-26%	-13	23%	-11%	-3%	-6%
COc1ccc(NC(=O)C2CCCN(S(=O)(=O)c3cccc4cccnc34)C2)c(OC)c1 (stereo not given)	-15%	-27%	9%	13%	10	0%	2%	4%	5%
COc1ccc(NS(=O)(=O)c2cc(-c3nnnn3C)ccc2OC)cc1	0%	19%	-182%[0.0737 µM]	1%	-7	-14%	7%	7%	2%
C#CCNC(=O)C[C@@H]1C[C@@]2(C(=O)OC)CCCCC=C2N(CCc2ccc(OC)c(OC)c2)C1=O	x	u	x	23%	18	x	6%	21%	19%
COCCNC(=O)/C(C#N)=C/C(C)=C/c1ccccc1	21%	0%	18%	-11%	-83*	12%	-7%	-16%	u
NS(=O)(=O)c1ccc(NC(=O)c2cc(-c3cc(Cl)ccc3O)n[nH]2)cc1	-21%	14%	1%	18µM*	-29	2%	-11%	-4%	u
CC(=O)Nc1cc(NC(C)=O)cc(C(=O)OCC(=O)c2ccc3c(c2)NC(=O)CO3)c1	-4%	26%	8%	2%	5	-91%[inhibitor]	-5%	17%	-2%
(cont.)
SMILES	ATXN2 expr inh	KB-V1 cytotox	MCF10A rereplic	HT1080 IDH1KD tx	IL1B secr inh	SW480 rereplic	WRN helicase inh	KB-3-1 tox	HT1080-NT tox
O=C(NCCOc1nc(N2CCCCC2)nc(N2CCCCC2)n1)Nc1ccccc1	-32%	u	10%	-10%	-63*	7%	4%	-1%	2%
COc1ccc(C2(CNC(=O)c3cc([N+](=O)[O-])cc([N+](=O)[O-])c3)CCCC2)cc1OC	-10%	-18%	12%	-3%	23	-1%	-3%	-13%	-14%
CCN1CCN(C(=O)C(N)Cc2ccccc2)CC1 (stereo not given)	x	0%	21%	5%	-11	1%	6%	1%	-14%
O=C(c1ccccc1Cc1ccccc1)N1CCN(S(=O)(=O)c2ccccc2F)CC1	-12%	9%	u	-5%	-2	-23%	-2%	9%	-1%
CN1OC[C@@H]2CN(Cc3cc(Cl)cc(Cl)c3)[C@H](c3cccc(Br)c3)C[C@@H]21	-25%	0%	u	u	-27	-19%	-5%	0%	-18%
CCc1cccc(N(C(=O)c2csnn2)C(C(=O)NC2CCCC2)c2cccnc2)c1 (stereo not given)	3%	-5%	-1%	-2%	21	-8%	0%[57.1 µM]	-1%	-12%
